Screens (PubChem)
VLA-4 antagonist – inhibitors of LDV-FITC ligand binding to Mn2+-activated human VLA-4 integrin; P13612; Jurkat cells, LDV-FITC binding with Mn2+, flow cytometry; 100% = Mn2+-driven binding gain fully reversed; inhibition, % at 10 µM (by protocol); 24,000 tested, 0.2% active; AID 529;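 active = inhibition above 50%; inconclusive = compound itself fluorescent, judged against control cell fluorescence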;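 note: 0% = Mn2+ stimulated cells lacking compound and 100% = ligand binding without Mn2+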
Target sequence (P13612 whole entry, looked up): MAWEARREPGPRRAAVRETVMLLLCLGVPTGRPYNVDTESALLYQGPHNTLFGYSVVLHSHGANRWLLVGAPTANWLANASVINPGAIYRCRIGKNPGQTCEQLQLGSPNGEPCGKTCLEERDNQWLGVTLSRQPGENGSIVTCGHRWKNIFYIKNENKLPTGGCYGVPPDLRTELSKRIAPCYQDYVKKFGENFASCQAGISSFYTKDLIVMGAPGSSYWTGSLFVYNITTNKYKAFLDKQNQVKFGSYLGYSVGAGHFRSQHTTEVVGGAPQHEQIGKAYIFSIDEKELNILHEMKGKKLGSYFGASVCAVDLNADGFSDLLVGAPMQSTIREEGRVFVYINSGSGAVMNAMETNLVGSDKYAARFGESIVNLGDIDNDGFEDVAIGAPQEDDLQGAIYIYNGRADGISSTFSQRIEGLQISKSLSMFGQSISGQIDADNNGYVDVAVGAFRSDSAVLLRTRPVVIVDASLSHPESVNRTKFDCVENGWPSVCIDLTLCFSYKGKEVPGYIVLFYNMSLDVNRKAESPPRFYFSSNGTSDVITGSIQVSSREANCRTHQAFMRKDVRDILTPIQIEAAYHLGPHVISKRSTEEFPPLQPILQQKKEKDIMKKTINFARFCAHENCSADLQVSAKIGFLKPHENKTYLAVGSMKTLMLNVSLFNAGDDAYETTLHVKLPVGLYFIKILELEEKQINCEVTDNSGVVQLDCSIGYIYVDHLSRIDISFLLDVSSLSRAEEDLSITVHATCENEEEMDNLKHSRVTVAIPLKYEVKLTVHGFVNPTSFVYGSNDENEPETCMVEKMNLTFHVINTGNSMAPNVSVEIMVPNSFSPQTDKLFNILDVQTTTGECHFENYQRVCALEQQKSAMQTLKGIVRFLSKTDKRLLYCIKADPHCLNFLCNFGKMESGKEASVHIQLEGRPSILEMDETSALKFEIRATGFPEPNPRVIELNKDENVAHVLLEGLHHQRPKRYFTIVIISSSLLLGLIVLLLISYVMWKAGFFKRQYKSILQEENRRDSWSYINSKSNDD
LNCaP diff act – promotes differentiation of LNCaP prostate cells; flow cytometry side scatter, 4 d; side scatter shift, % at 10 µM; 24,000 tested, 0.56% active;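 active = side scatter shift above 30%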;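 note: androgen-responsive LNCaP prostate cancer cells in charcoal-stripped serum medium; percent of cells past a gate set so DMSO wells show 10% shift; higher shift means more granular cells and more differentiation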
VLA-4 allo ag – allosterically activates the human VLA-4 integrin; Jurkat cells, LDV-FITC binding, flow cytometry; activation, % at 10 µM (by protocol); 24,000 tested, under 10 active;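 active = fluorescent ligand binding to cells raised by more than 40% of the manganese-induced maximum; inconclusive = compound's own fluorescence above 85% of the ligand control signal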;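 note: 0% = ligand binding without compound and 100% = manganese-stimulated maximal binding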
Autofluor Jurkat – autofluorescence counter-screen for VLA-4 integrin assays. 24,000 tested, 0.61% active. Jurkat cells, compound autofluorescence, flow cytometry; hits give high values; 1 = vehicle-only cell background. fluorescence ratio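 (tested at 10 µM compound in the well)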. AID 576;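 active = fluorescence ratio above 2.44, which is 1 plus 3 SD of all ratios; inconclusive = signal too bright to measure linearly, ratio around 10 or more; inactive = fluorescence ratio below 2.44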;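 note: green fluorescence of cells measured with 488 nm excitation and 530 nm emission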
* = called active by the depositor; ? = inconclusive; / = not tested or not shown. Only part of the results is shown. The share of hits here may be higher or lower than overall.

nr	smiles	Autofluor Jurkat	LNCaP diff act	VLA-4 allo ag	VLA-4 antagonist
1	O=C(CN1C(=O)C2(OCCO2)c2ccccc21)c1ccc(Br)cc1	1.1	23	?	?
2	CCCCCOC(=O)Cn1c(=O)oc2ccccc21	1	3	-3	-23
3	O=C(C1CCCN(S(=O)(=O)c2cccs2)C1)N1CCC(N2CCCCC2)CC1 (configuration not stated)	1.1	4	-5	15
4	CC(C)(C)N1C(=O)c2ccc(C(=O)O)cc2C1=O	1	8	-7	24
5	O=C(c1cc(C2CC2)on1)N1CCN(c2ccc(F)cc2)CC1	1	8	4	-6
6	Cc1ccc2cc(-c3noc(C4CCCCC4)n3)c(=O)[nH]c2c1	0.94	9	-3	12
7	O=C(CCCCn1c(=O)[nH]c2ccccc2c1=O)NCCC1=CCCCC1	1.1	0	1	-12
8	Cc1c(C(=O)NCCCN2CCCC2=O)oc2ccc(S(=O)(=O)N3CCOCC3)cc12	1	0	0	9

Going on with the list:
nr	smiles	Autofluor Jurkat	LNCaP diff act	VLA-4 allo ag	VLA-4 antagonist
9	COc1ccc(S(=O)(=O)Cc2ccc(C(=O)N3CCN(c4ncccn4)CC3)o2)cc1	1.1	6	-2	-13
10	CCOc1cc2[nH]c(=O)n(CCC(=O)N3CCN(c4ccccc4OC)CC3)c(=O)c2cc1OCC	1	3	4	4
11	CCN(CCCNC(=O)CN(C)S(=O)(=O)c1ccc2c(c1)CCC(=O)N2)c1cccc(C)c1	1.1	17	-1	2
12	CCOc1ccccc1N(C(=O)c1ccco1)C(C(=O)NC1CCCC1)c1cccnc1 (configuration not stated)	1	17	10	0
13	CCCCN(Cc1cc2cc(OC)ccc2[nH]c1=O)C(=O)c1ccccn1	0.96	11	?	?
14	COc1cccc(OCC(=O)NC2CCCCC2)c1	1.1	10	-7	11
15	CN(C)c1ccc(-c2nn3c(-c4ccc(Cl)cc4Cl)nnc3s2)cc1	1	39*	4	-8
16	CCOC(=O)CSc1nc2c(c(-c3ccc(C)o3)c1C#N)CCCC2	1.1	3	-4	-24

The listing continues.
nr	smiles	Autofluor Jurkat	LNCaP diff act	VLA-4 allo ag	VLA-4 antagonist
17	CCCNS(=O)(=O)c1cccc2cccnc12	1	7	0	11
18	CCn1c(N)c(C(=O)NCc2ccco2)sc1=S	1	9	4	0
19	CCC(=O)c1ccc(OCCN2CCOCC2)cc1	1.1	7	-5	-3
20	O=C(C1CCN(S(=O)(=O)c2cnc[nH]2)CC1)N1CCc2ccccc2C1	0.91	11	2	-17
21	CC1=C(C(=O)Nc2ccccn2)C(c2ccc(N(C)C)cc2)n2ncnc2N1 (configuration not stated)	1	7	0	-3
22	CC1CCCCC1NC(=O)C1CCN(C(=O)NC2CCCCC2)CC1 (configuration not stated)	1.1	2	-2	-16
23	CSc1nc2ccccc2c(=O)n1N	0.97	8	1	-13
24	CCCCN(C)S(=O)(=O)c1cc(Br)cc2c1N(C(=O)C1CC1)CC2	1.1	3	?	?

3 compounds out of the list above, ordered by the number in LNCaP diff act, falling:
item	Molecule	LNCaP diff act	VLA-4 allo ag	VLA-4 antagonist
20	O=C(C1CCN(S(=O)(=O)c2cnc[nH]2)CC1)N1CCc2ccccc2C1	11	2	-17
23	CSc1nc2ccccc2c(=O)n1N	8	1	-13
21	CC1=C(C(=O)Nc2ccccn2)C(c2ccc(N(C)C)cc2)n2ncnc2N1 (configuration not stated)	7	0	-3

The list goes on.
nr	smiles	Autofluor Jurkat	LNCaP diff act	VLA-4 allo ag	VLA-4 antagonist
25	Clc1ccc2nc(N3CCCCC3)[nH]c2c1	0.98	6	0	-9
26	COc1ccc(CCN(C)C(=O)C2CCCN(Cc3ccc(OC)c(OC)c3)C2)cc1OC (configuration not stated)	0.97	3	0	2
27	O=C(COC(=O)Cc1cccc(C(F)(F)F)c1)NCC1CCCO1 (configuration not stated)	1.1	8	-3	1
28	Cc1ccc(C)n1-n1c(C)nc2sc(-c3ccccc3)cc2c1=O	1.2	19	0	-19
29	CCOC(=O)c1ccccc1NC(=O)CN1C(=O)CCS(=O)(=O)c2ccccc21	1.1	5	-2	26
30	Nc1nonc1N1CCCCC1	0.92	5	6	-31
31	CCOC(=O)c1oc2ccc(S(=O)(=O)n3nc(-c4ccc(OC)cc4)cc3N)cc2c1C	0.97	6	0	6
32	FC(F)(F)c1cc(-c2ccco2)nc(NCc2cccnc2)n1	1	0	-2	-9

The list continues.
nr	smiles	Autofluor Jurkat	LNCaP diff act	VLA-4 allo ag	VLA-4 antagonist
33	O=C(NCc1cccc(F)c1)c1noc2c1CCCC2	0.9	4	5	19
34	CN(C(=O)c1cc2sccc2n1C)C1CCCCC1	0.94	8	6	-16
35	CN(CC(=O)O)S(=O)(=O)c1cc(Cl)ccc1Cl	1.1	5	8	-20
36	COc1ccc(NC(=O)C2CCN(Cc3cnn(-c4ccccc4)c3-n3cccc3)CC2)cc1OC	1	6	-3	-13
37	Nc1ccc2nc3n(c(=O)c2c1)CCC3	1	2	3	-2
38	COC(=O)c1ccc2c(=O)n(CC3CCCO3)c(SCC(=O)Nc3ccccc3OC)nc2c1 (configuration not stated)	1.2	5	?	?
39	COc1nc(N(C)C)nc(-n2nnc(C(C)=O)c2C)n1	1	2	1	2
40	Cc1ccc(S(=O)(=O)Nc2cc(C(=O)N3CCOCC3)ccc2N2CCCCC2)cc1	0.97	6	3	-5

Next part:
nr	smiles	Autofluor Jurkat	LNCaP diff act	VLA-4 allo ag	VLA-4 antagonist
41	NS(=O)(=O)c1ccc(CCNC(=O)CCC2COc3ccccc3O2)cc1 (configuration not stated)	1	4	6	-4
42	COc1ccc(OCCCC(=O)Nc2nncs2)cc1	1	4	6	-16
43	O=C(c1ccco1)N1CCN(c2nc3ccccc3n3nnnc23)CC1	9.4*	6	?	?
44	Cc1cc(C)n2nc(CC(=O)NC3CCCCCC3)nc2n1	0.98	1	5	-5
45	Cc1ccc(NC(=O)CCCC(=O)O)c(Br)c1	1.1	2	?	?
46	O=C(Nc1ccccc1C(F)(F)F)N1CCC(n2c(=O)[nH]c3ccccc32)CC1	1.1	10	2	-6
47	COc1cc(Cn2c(-c3nonc3N)nc3ccccc32)ccc1C	1.2	10	-4	21
48	Cc1ccc2oc3c(c(=O)c2c1)C(c1cccc(O)c1)N(c1ccccn1)C3=O (configuration not stated)	1.2	5	-12	8

Next part:
nr	smiles	Autofluor Jurkat	LNCaP diff act	VLA-4 allo ag	VLA-4 antagonist
49	COc1ccc(N=c2scc(-c3ccc(S(=O)(=O)N4CCOCC4)cc3)n2CCCO)cc1	1	3	-8	-5
50	c1ccc(Nc2nc(-c3cccnc3)cs2)nc1	1	9	6	-32
51	c1ccc(Cc2nn3c(Cn4cnc5ccccc54)nnc3s2)cc1	1	4	-4	0
52	O=C(C1CCN(C2CC(=O)N(c3ccc(F)cc3)C2=O)CC1)N1CCOCC1 (configuration not stated)	0.97	2	-3	-10
53	O=C1CC(c2ccccc2)C(C(=O)Nc2ccccc2F)N1 (configuration not stated)	0.93	12	?	?
54	CCOc1ccccc1NC(=O)c1nc[nH]c1C(=O)Nc1ccccc1OCC	1	64*	12	-28
55	CCOC(=O)c1cc2sccc2n1Cc1ccccc1	1	17	-8	21
56	O=C(Nc1ccc2c(c1)OCO2)c1ccc(Br)c(S(=O)(=O)N2CCCC2)c1	1.1	9	?	?

(list continues)
nr	smiles	Autofluor Jurkat	LNCaP diff act	VLA-4 allo ag	VLA-4 antagonist
57	O=C(CSc1nnc(CNC(=O)c2ccccc2F)o1)c1ccccc1	1.1	3	3	7
58	CC(=O)c1ccc(NC(=O)C2CCCN2S(=O)(=O)c2ccc(C)cc2)cc1 (configuration not stated)	1.1	2	-1	12
59	Cc1c(C(=O)O)oc2ccc(S(=O)(=O)N3CCC(C)CC3)cc12	1.1	7	?	?
60	COc1ccc(-c2nnc(SCC(=O)NC(=O)NCc3ccco3)o2)cc1	1	4	15	-34
61	CS(=O)(=O)N1CCCC(C(=O)NCCc2ccc(Cl)cc2)C1 (configuration not stated)	1	15	1	-18
62	O=C(O)Cn1c(SC2CCCCC2)nc2ccccc21	0.95	1	7	-8
63	CN(CC(=O)Nc1ccc2c(c1)OCCO2)S(=O)(=O)c1cccc2cccnc12	1.2	/	?	?
64	CC1(C)CC2CC(C)(CN2C(=O)c2cc(-c3ccccc3O)on2)C1 (configuration not stated)	2.2	0	?	?

Continuation:
nr	smiles	Autofluor Jurkat	LNCaP diff act	VLA-4 allo ag	VLA-4 antagonist
65	CN1C(=O)NC(NC(=O)C2CCCCC2)(C(F)(F)F)C1=O (configuration not stated)	1.1	5	0	-9
66	Fc1ccccc1N1CCN(CCCNc2ccc3nncn3n2)CC1	1.2	7	?	?
67	Cc1ccc(C2N(c3ccc(F)cc3)C(=O)C3CCCN32)cc1 (configuration not stated)	1.1	4	0	-6
68	CCN(CC)C(=O)Oc1ccccc1NC(C)=O	1	7	-2	7
69	CCCCN(CC)CCNS(=O)(=O)c1ccc2c(c1)oc(=O)n2C	2.3	15	?	?
70	CCOC(=O)c1cn(CC(=O)Nc2ccc3c(c2)OCCO3)nn1	0.98	4	0	26
71	COc1ccc(-n2c(SCc3ccc(C#N)cc3)nnc2-c2ccccn2)cc1	1.1	25	-4	-6
72	O=C(CSc1nnc(-c2c[nH]c3ccccc23)n1-c1ccc(F)cc1)NCc1ccco1	1.2	11	-2	4

(list continues)
nr	smiles	Autofluor Jurkat	LNCaP diff act	VLA-4 allo ag	VLA-4 antagonist
73	N#Cc1c(N2C(=O)C3C4C=CC(C4)C3C2=O)sc2c1CCC2 (configuration not stated)	1	9	-2	-2
74	O=C(C1CCN(S(=O)(=O)c2cnc[nH]2)CC1)N1CCN(Cc2ccc3c(c2)OCO3)CC1	0.96	4	4	4
75	CC1=Nn2c(nnc2-c2ccc(F)cc2)SC1	1	6	3	-18
76	COc1ccc(NC(=O)c2nc[nH]c2C(=O)Nc2ccccc2C)cc1	1.1	8	8	?
77	CC1Cc2ccccc2N1Cc1cc(=O)n2ccsc2n1 (configuration not stated)	1.3	9	0	-10
78	Cc1cc(C)cc(OCC(=O)NC2=NCCS2)c1	0.98	3	-2	-12
79	O=C(Cc1ccccc1)Nc1ccc(CN2CCOCC2)cc1	0.98	6	10	-24
80	CCOC(=O)C1CCCN(C(=O)C2CCN(Cc3nc(-c4ccc(Cl)cc4)oc3C)CC2)C1 (configuration not stated)	1.2	8	-7	8

Additional structures follow:
nr	smiles	Autofluor Jurkat	LNCaP diff act	VLA-4 allo ag	VLA-4 antagonist
81	Cc1cc(NC(=O)CCCC(=O)OCC(F)(F)C(F)F)cc(C)c1C(=O)O	0.95	4	4	-22
82	Cc1cccc(N2CCN(C(=O)CCn3c(=S)[nH]c4cc5c(cc4c3=O)OCO5)CC2C)c1 (configuration not stated)	1.2	8	8	-21
83	Cn1nccc1C(=O)Nc1ccc(OC(=O)c2ccnn2C)cc1	0.86	10	7	-2
84	CC1CC(C)(C)NC(C)c2ccccc21 (configuration not stated)	0.98	6	2	-8
85	CC(C)c1nnc(NC(=O)Cc2cccs2)s1	1	1	2	-1
86	Cc1nn(CC(C)C)c(=S)[nH]c1=O	1	3	0	3
87	CCOC(=O)c1c(C(=O)OCC)c(C)n(N2C(=O)CSC2=S)c1C	1.5	3	?	?
88	COCCn1c(=O)[nH]c2cc(C(=O)NCCN3CCN(c4cccc(Cl)c4)CC3)ccc2c1=O	1	6	-1	-9

(listing goes on)
nr	smiles	Autofluor Jurkat	LNCaP diff act	VLA-4 allo ag	VLA-4 antagonist
89	CSc1ccc(NC(=O)NCCCN2CCN(c3ccccc3F)CC2)cc1	1	6	7	6
90	C(=C\c1ccccc1)/CSc1nnc(-c2ccccn2)n1Cc1ccco1	1	25	-8	-4
91	COc1ccccc1OCc1ccc(C(=O)OCC2CCCO2)o1 (configuration not stated)	1	12	3	1
92	CN=Cc1sc2ccccc2c1O	1.1	14	?	?
93	COc1ccc(NC(=O)CSc2nnc(Cc3cccn3C)n2CCc2ccccc2)c(OC)c1	1.1	15	-3	-4
94	Cc1ccccc1-n1nc2c(c1NC(=O)c1c(-c3ccccc3Cl)noc1C)CSC2	1	13	7	-21
95	CCOC(=O)c1[nH]c(CSc2nnc(-c3ccncc3)n2CCOC)c(C(=O)OCC)c1C	1.2	6	-2	-7
96	N#Cc1cnc2sc3ccccc3n2c1=N	0.95	1	0	-9

Next entries.
nr	smiles	Autofluor Jurkat	LNCaP diff act	VLA-4 allo ag	VLA-4 antagonist
97	Cc1cccc(CS(=O)(=O)Cc2ccc(C(=O)NCC3CCCO3)o2)c1 (configuration not stated)	1.1	7	4	-16
98	CN(Cc1cccs1)c1ncnc2sccc12	1.1	6	-2	4
99	COc1ccc(C(=O)Nn2c(SCC(=O)NCC3CCCO3)nc3ccccc3c2=O)cc1 (configuration not stated)	0.96	6	8	-16
100	Cc1ccc2oc(=O)c3cc(C(=O)NCc4ccco4)sc3c2c1	1.1	3	-4	7
101	CCOc1ccc2nc(NC(=O)Nc3cccs3)sc2c1	1.2	8	-3	9
102	CCOc1ccc(S(=O)(=O)Nc2ccc3c(c2)OCO3)c2cccnc12	1.4	6	?	?
